Source: PubChem
MMP13 inh: MMP13 (human) collagenase inhibition | AID 570 | hit rate 0.07% among 65,000 | inhibition, % at 4 µM | MMP-13 fTHP FRET cleavage, Mca fluorescence;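 active = inhibition above the mean of compound-free control plate wells plus 3 SD, cut at about 14% in these data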;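 note: 0% = DMSO wells and 100% = wells with reference MMP-13 inhibitor after basal subtraction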
NADH coupling: blocks coupling enzymes of NAD/NADH assays; IC50, µM (doses to about 10 µM), without a hit: at the highest dose inhibition; coupled PK/LDH NADH assays, four targets; AID 774; hit rate 0.02% among 65,000;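 active = single-dose screening hits from any of four coupled enzyme assays that gave an IC50 when retested across doses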;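 note: the DPM-DC format reads NADH fluorescence rather than 340 nm absorbance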
HEK293 NFkB inh: inhibitors of the PMA/ionomycin-induced NF-kB reporter in HEK293 cells. AID 465. inhibition, % at 3 µM. HEK-293 NF-kB luciferase reporter, luminescence. hit rate 0.21% among 62,000;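 active = inhibition above the mean of all tested compounds plus 3 SD, cut at about 40% in these data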;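 note: 0% = stimulated DMSO wells and 100% = 10 µM reference inhibitor 5653914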
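Timing: 1 h pretreatment, 16 h stimulation, 37 °C; system: HEK-293 cells with stable firefly luciferase reporter driven by four HIV NF-kB elements; doses: 3 µM once, 0.30% DMSO; measured by: luciferase luminescence; control set: DMSO and 10 µM reference inhibitor; repeats: single test; reagent: PMA plus ionomycin mix as NF-kB-activating stimulus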
ROCK2 inh: blocks human Rho kinase 2 activity; purified ROCK2, Kinase-Glo ATP depletion luminescence; hit rate 0.35% among 60,000; AID 604; inhibition, % at 6 µM;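 active = inhibition above the screen-wide mean inhibition plus 3 SD, cut at about 18% in these data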;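 note: plate controls were DMSO wells for no effect and Y-27632 control wells after no-enzyme background subtraction for full effect; many of its hits are not listed in these tables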
A340 absorber: compounds absorbing at 340 nm; 65,000 tested, under 10 active; compound absorbance at 340 nm, fold over control; AID 708; fold change at 10 µM;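 active = at 10 µM dose, initial 340 nm absorbance at least 2 fold that of control wells; inactive = change under 2 fold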;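 note: initial absorbance extrapolated from kinetic A340 decline of NADH oxidation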
Autofluor 339: intrinsic fluorescence of library compounds, ex339/em460 – biochemical, MLSMR library, data from DPM-DC assay, artefact control, profiling panel; fluorescence fold increase at 10 µM; AID 709; hit rate 5.5% among 65,000; compound autofluorescence, ex339/em460 nm, NADH buffer; stronger effect = higher value; 1 = no-compound wells, NADH background;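 active = at 10 µM, mean starting fluorescence two-fold or more over control wells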;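 note: signal is the first read of a kinetic run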
tolC growth inh: growth inhibitors of E. coli BW25113 tolC mutant; hit rate 2.2% among 65,000; AID 573; OD615; growth inhibition, % at 10 µM (by protocol);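 active = growth inhibition at or above a cutoff equal to the mean over every tested compound plus 3 SD, cut at about 60% in these data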;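 note: growth measured after 20 h incubation at 37 °C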
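Material: E. coli BW25113 ΔtolC::kan, tolC deletion mutant strain. Measure: percent growth inhibition. Schedule: 37 °C, 20 h exposure. Doses: single-point testing at 10 µM. Signal: A615 absorbance measurement. Buffer or medium: kanamycin-containing LB broth (50 µg/mL).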
PKA kinase inh: blocks human protein kinase A activity; P17612; PKA Kemptide phosphorylation, Kinase-Glo ATP luminescence; inhibition, % at 6 µM; hit rate 0.1% among 65,000; AID 524;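 active = inhibition above the screen-wide mean inhibition plus 3 SD, cut at about 21% in these data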; note: many of its hits are not listed in these tables
JNK3 blocker: blocks human JNK3 kinase activity | purified JNK3 kinase activity, HTS | inhibition, % at 8 µM | hit rate 0.61% among 60,000 | AID 746; in the data active = inhibition above about 17%;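 note: 0% = DMSO and 100% = reference inhibitor; many of its hits are not listed in these tables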
Target sequence (P53779 whole entry, looked up): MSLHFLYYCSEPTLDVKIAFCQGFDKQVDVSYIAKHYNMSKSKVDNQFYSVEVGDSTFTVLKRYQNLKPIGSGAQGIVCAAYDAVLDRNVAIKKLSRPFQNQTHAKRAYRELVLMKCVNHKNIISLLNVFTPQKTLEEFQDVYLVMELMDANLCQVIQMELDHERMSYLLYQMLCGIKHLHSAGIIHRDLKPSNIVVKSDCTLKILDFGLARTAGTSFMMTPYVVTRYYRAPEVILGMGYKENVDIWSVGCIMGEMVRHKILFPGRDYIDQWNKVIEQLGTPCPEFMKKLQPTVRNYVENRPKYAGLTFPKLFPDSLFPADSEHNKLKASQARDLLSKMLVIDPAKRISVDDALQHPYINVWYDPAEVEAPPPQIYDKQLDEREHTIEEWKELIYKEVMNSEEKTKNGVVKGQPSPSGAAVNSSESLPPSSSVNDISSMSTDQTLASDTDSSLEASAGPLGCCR
* = called active by the depositor; x = no result given; [ ] = remark or other dose. This is a subset. The share of hits here may be higher or lower than overall.

SMILES	MMP13 inh	NADH coupling	HEK293 NFkB inh	ROCK2 inh	A340 absorber	Autofluor 339	tolC growth inh	PKA kinase inh	JNK3 blocker
Cc1ccc2c(c1)NC(=O)C(CC(=O)O)O2 (stereo unspecified)	0	8%	17	3	1	1.1	-12	11	-4
O=C(CCN1CCCCCC1)Nc1ccc(F)cc1	5	6%	26	1	1	1.1	-15	8	6
O=C1NC(Nc2nc3ccccc3s2)(C(F)(F)F)C(=O)N1C1CCCCC1 (stereo unspecified)	1	4%	50*	7	1	1	100*	6	-6
O=C(Nc1ccccc1)N1CCSCC1	-1	7%	12	0	0.99	1.1	-21	-3	-3
O=C(COc1ccccc1)NC(Cc1c[nH]c2ccccc12)C(=O)O (stereo unspecified)	1	8%	6	5	1	1.1	-6	11	-1
COC(=O)C1CCN(C(=O)Cc2ccc(Br)cc2)CC1	2	0%	14	2	1	1.1	-11	-2	4
CCC(Oc1ccccc1)C(=O)NCc1cccnc1 (stereo unspecified)	0	4%	1	0	1.1	1.1	-6	-2	6
COc1ccc(Cn2c3nc4ccccc4nc3c3c(=O)n(Cc4ccco4)c(C)nc32)cc1	-3	5%	18	-2	1.1	1.6	18	5	-4
COc1ccccc1OCC(=O)NCCNC(=O)COc1ccccc1OC	-1	1%	3	5	1.1	1.1	3	7	5
O=C(CN1C(=O)COc2ccccc21)N1CCCc2ccccc21	-2	7%	15	2	0.98	1	-16	5	-3
CC(=O)c1ccc(OC(=O)c2cccs2)cc1	8	2%	-5	6	0.99	1	-10	9	7
COc1cccc(CNC(=O)CCS(=O)(=O)c2cccc3nonc23)c1	0	4%	13	x	1	1.1	2	3	x
CCOC(=O)CSC1=C(C#N)C(c2ccc(C)s2)CC(=O)N1 (stereo unspecified)	2	2%	23	3	1	1.1	1	0	3
CC1=CC(C)(C)N2C(=O)C3(C(C#N)=C(N)OC4=C3C(=O)CC(C)(C)C4)c3cccc1c32 (stereo unspecified)	6	6%	-10	-6	1	1.1	-16	-7	-2
CC(C)(C)NC(=O)c1cccc(NC(=O)c2ccc(NC(=O)c3ccco3)cc2)c1	-3	8%	-2	4	1.1	1.1	-11	5	12
Clc1cccc(OCCn2cncn2)c1Cl	4	9%	13	x	1.1	1.1	-23	5	x
N=c1n(CCO)c2ccccc2n1CCOc1ccc(Cl)cc1Cl	1	3%	8	3	1	1.1	5	6	-8
CCCC(C)C(=O)Nc1ccc(Cl)cn1 (stereo unspecified)	1	1%	9	6	1.1	1.1	6	2	6
COc1ccc(Nc2cc(C)nc(N3CCOCC3)n2)cc1	-10	10%	-21	-1	1	1.1	-5	1	-10
O=C(Nc1ccccc1)N(CCN1CCOCC1)Cc1cccc(Cl)c1	3	4%	6	-5	1	1.1	-1	-12	-4
CCC1(C(=O)OC)NC(c2ccco2)C2C(=O)N(c3ccc(C)cc3)C(=O)C21 (stereo unspecified)	-6	5%	16	7	0.98	1.1	-3	16	4
CCCCn1nnnc1SCC(=O)Nc1ccc2c(c1)OCCO2	1	9%	-6	-7	0.99	1.1	-9	0	-2
O=C(NC1=NCCS1)c1csc2ccccc12	3	3%	-35	-15	1	1.1	-4	-7	-3
Cn1c(=O)n(CCc2ccccc2)c(=O)c2c1nc1n2CCN1c1ccccc1	-8	7%	18	4	1	1.4	-12	11	-4
CCCc1cc(C(=O)Nc2nccs2)cs1	1	8%	-32	3	1	1.1	23	8	6
Cc1ccc(C)c(N2CCN(S(=O)(=O)c3ccc4c(c3)OCCO4)CC2)c1	2	2%	8	0	1	1.1	34	-2	0
O=C(c1ccco1)c1n[nH]nc1-c1ccccc1	1	2%	19	x	1.1	1	0	5	x
O=C(c1noc2c1CCCCC2)N1CCOCC1	5	11%	3	8	0.96	0.91	-19	9	2
Cc1ccnc2nc(C(=O)OCCOc3cccc(Br)c3)nn12	-8	6%	6	0	0.98	1.1	2	-3	-6
COc1ccccc1C(=O)Nn1cnc2ccccc2c1=O	2	2%	-16	-1	1	1.1	-15	-3	-3

One compound at a time, as listed above. Order of screens: MMP13 inh	NADH coupling	HEK293 NFkB inh	ROCK2 inh	A340 absorber	Autofluor 339	tolC growth inh	PKA kinase inh	JNK3 blocker
CC(C)(C)NC(=O)c1cccc(NC(=O)c2ccc(NC(=O)c3ccco3)cc2)c1 as listed: -3	8%	-2	4	1.1	1.1	-11	5	12
CCCC(C)C(=O)Nc1ccc(Cl)cn1 (stereo unspecified) as listed: 1	1%	9	6	1.1	1.1	6	2	6
O=C(Nc1ccccc1)N1CCSCC1 as listed: -1	7%	12	0	0.99	1.1	-21	-3	-3

The listing continues:
SMILES	MMP13 inh	NADH coupling	HEK293 NFkB inh	ROCK2 inh	A340 absorber	Autofluor 339	tolC growth inh	PKA kinase inh	JNK3 blocker
COc1cc(S(=O)(=O)N(C)C)ccc1F	0	3%	6	5	1	1	-5	6	2
COc1ccc2[nH]c3c(NCCN4CCCCC4)ncnc3c2c1	-67[fluorescence artefact?]	7%[fluoresces]	5	-4	1.1	3.7*	-20	-7	-18
COc1ccc(OCC(=O)Nc2ccc(N3CCOCC3)c(Cl)c2)cc1	1	1%	14	-2	1	1.1	23	0	-2
CCn1ncc(C2=NOC(C(=O)Nc3ccc4c(c3)OCO4)C2)c1C (stereo unspecified)	-1	2%	7	1	0.99	1	-1	-2	2
CCOC(=O)CCCn1nc(C)n2c(cc3sccc32)c1=O	-4	4%	24	0	0.99	1	-2	1	2
C=CCn1c(SCC(N)=O)nnc1-c1cc(Br)ccc1O	8	2%	14	4	1.1	1.1	9	5	3
COc1cc2c(cc1OC)C1=C(C#N)CN(C3CCCCC3)CN1CC2	-4	7%	10	4	1.1	1.2	6	10	1
Cc1cc2c(c(=O)o1)C1(C(=O)N(C)c3ccccc31)C(C#N)=C(N)O2 (stereo unspecified)	5	3%	15	x	1.1	1.1	-11	0	x
O=C(NCC(F)(F)F)Nc1nnc(C(F)(F)F)s1	-2	1%	x	-6	1.1	1.1	15	1	5
Cc1noc(C)c1S(=O)(=O)N1CCC(C(=O)N2CCN(C3CCCC3)CC2)CC1	-3	5%	13	x	1.1	1.1	6	4	x
Nn1cc(-c2ccccc2)nc1SCC(=O)N1CCN(S(=O)(=O)c2ccccc2)CC1	-5	3%	8	2	0.99	0.99	0	7	0
CCCc1[nH]nc2c1C(c1ccc(Br)s1)C(C#N)=C(N)O2 (stereo unspecified)	3	2%	-1	3	1.1	1	26	10	6
CCN(CC(=O)NCc1cccs1)c1nnnn1-c1ccccc1	-2	7%	12	-5	1	1	-6	0	-2
COc1ccc(NC(=O)NC(C)c2ccncc2)cc1OC (stereo unspecified)	2	6%	21	7	0.99	1.1	1	6	-7
Cc1cc2c(c(=O)n1CCN(C)C)C(c1ccc(Cl)cc1)C(C#N)=C(N)O2 (stereo unspecified)	0	4%	8	-1	1	1.1	3	8	-2
CN(C)c1nc(N)nc(CSc2nnnn2C)n1	-3	3%	14	2	1	1.1	-8	4	2
CN(C1=NC(=O)C(CC(=O)Nc2ccc(Br)cc2)S1)c1ccc(O)cc1 (stereo unspecified)	-2	5%	14	4	1	1.1	10	-1	1
Oc1ccc2cccnc2c1	-3	3%	8	8	0.98	1.3	-13	8	-1
O=C(Nc1nc2c(s1)CCc1ccccc1-2)c1cccs1	4	4%	-15	x	1	1.3	-5	13	x
COc1cccc(NS(=O)(=O)c2ccc(NC(C)=O)cc2)c1	0	8%	3	1	1.1	1.1	0	2	4
Cc1cc(=O)n2[nH]c(N3C(=O)CCC3=O)nc2n1	-11	3%	x	-3	0.97	1.1	3	-3	2
O=C(Nc1c(C(=O)O)[nH]c2ccccc12)NC1CCCCC1	-84[fluorescence artefact?]	6%[fluoresces]	-2	5	1	3.9*	15	-3	0
Cc1ccc(C)c(NC(=O)CCN2CC(C)OC(C)C2)c1 (stereo unspecified)	0	5%	6	-2	0.98	1.1	-24	-6	-7
CC1(C)N=C(C(=O)c2ccccc2)N(O)C1(C)O (stereo unspecified)	4	5%	12	8	0.93	1.1	-35	7	-2
CCOC(=O)CSc1nnc(CNC(=O)c2cccs2)n1-c1cc(OC)ccc1OC	0	2%	9	0	0.99	1	-13	2	-3
Cc1ccc(NC(=O)CN(C)S(=O)(=O)c2cnc[nH]2)cc1C	-3	4%	2	3	0.99	1.1	-2	2	1
C=CCn1c(SCC(=O)Nc2ccc3c(c2)OCO3)nnc1-c1ccccc1O	4	6%	12	7	1	1.1	32	1	-2

Look-ups from the results shown:
tolC growth inh, CCCc1cc(C(=O)Nc2nccs2)cs1 : 23
PKA kinase inh, Clc1cccc(OCCn2cncn2)c1Cl : 5

Just NADH coupling, JNK3 blocker and PKA kinase inh, for some of the entries so far:
structure	NADH coupling	JNK3 blocker	PKA kinase inh
COc1cccc(NS(=O)(=O)c2ccc(NC(C)=O)cc2)c1	8%	4	2
Cc1cc(=O)n2[nH]c(N3C(=O)CCC3=O)nc2n1	3%	2	-3
O=C(Nc1c(C(=O)O)[nH]c2ccccc12)NC1CCCCC1	6%[fluoresces]	0	-3
Cc1ccc(C)c(NC(=O)CCN2CC(C)OC(C)C2)c1 (stereo unspecified)	5%	-7	-6
CC1(C)N=C(C(=O)c2ccccc2)N(O)C1(C)O (stereo unspecified)	5%	-2	7
